Compound activity (PubChem BioAssay)
ADAM10 inh – inhibits human ADAM10; AID 720582; O14672; recombinant ADAM10, EDANS/DABCYL FRET peptide cleavage, 3 h; inhibition, % at 7 µM; hit rate 0.62% among 370,000;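 active = inhibition above a per-campaign cutoff equal to the mean of compounds falling between control-based bounds plus 3 SD, cut at about 20% in these data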;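 note: 0% = DMSO wells while the 100% control is not disclosed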
DAX1 inh-1 – inhibitors of human orphan nuclear receptor DAX1 (NR0B1); P51843; HEK293 Gal4-DAX1 luciferase reporter, luminescence; AID 504766; hit rate 0.99% among 340,000; inhibition, % at 6.75 µM;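 active = inhibition above the mean over all tested compounds plus 3 SD, cut at about 4.2% in these data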;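 note: 0% = DAX1-transfected cells with DMSO and 100% = empty-vector control cells with DMSO; inhibition shows as a rise in luminescence from relieved DAX1 repression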
HGIII-sPLA2 inh – Blocks human group III sPLA2 activity. AID 743126. inhibition, % at 12.2 µM. QFRET BODIPY PC-A2 liposome hydrolysis, fluorescence. hit rate 0.56% among 370,000;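 active = inhibition above mean plus 3 SD of compounds lying within the high and low control bounds, cut at about 19% in these data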;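 note: 0% = median of test compound wells and 100% = no enzyme DMSO wells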
DAX1 inh-2 – inhibitors of DAX1 repression of SF-1 activated StAR promoter | hit rate 1.1% among 370,000 | AID 652010 | inhibition, % at 6.8 µM | HEK293T StAR-luciferase reporter, SF-1/DAX-1 repression relief;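 active = inhibition above the mean over all tested compounds plus 3 SD, cut at about 3.6% in these data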;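 note: 0% = DAX-1 cells with DMSO and 100% = cells lacking DAX-1 with DMSO; higher inhibition means more luminescence from relief of DAX-1 repression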
ssDAF-12 act – activators of S. stercoralis DAF-12 nuclear receptor. HEK293 ssDAF-12/GRIP1 lit1-tk-luc reporter, luminescence; % of 3 µM dafachronic acid response. activation, % at 6.8 µM. AID 652126. hit rate 1% among 370,000;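 active = activation above the mean over all tested compounds plus 3 SD, cut at about 0.9% in these data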;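 note: 0% = DMSO-only wells and 100% = 3 µM delta7-dafachronic acid wells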
NPR2 activator – GC-B (human) receptor activation; HEK293-GC-B cells, CNP EC30, cGMP TR-FRET; 0% at EC30 CNP, 100% saturating CNP; activation, % at 10 µM; hit rate 0.11% among 370,000; AID 1920062;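 active = activation at 10 µM reaching about 35% in either raw or pattern-adjusted values, limit read from the data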
Target sequence (P20594 whole entry, looked up): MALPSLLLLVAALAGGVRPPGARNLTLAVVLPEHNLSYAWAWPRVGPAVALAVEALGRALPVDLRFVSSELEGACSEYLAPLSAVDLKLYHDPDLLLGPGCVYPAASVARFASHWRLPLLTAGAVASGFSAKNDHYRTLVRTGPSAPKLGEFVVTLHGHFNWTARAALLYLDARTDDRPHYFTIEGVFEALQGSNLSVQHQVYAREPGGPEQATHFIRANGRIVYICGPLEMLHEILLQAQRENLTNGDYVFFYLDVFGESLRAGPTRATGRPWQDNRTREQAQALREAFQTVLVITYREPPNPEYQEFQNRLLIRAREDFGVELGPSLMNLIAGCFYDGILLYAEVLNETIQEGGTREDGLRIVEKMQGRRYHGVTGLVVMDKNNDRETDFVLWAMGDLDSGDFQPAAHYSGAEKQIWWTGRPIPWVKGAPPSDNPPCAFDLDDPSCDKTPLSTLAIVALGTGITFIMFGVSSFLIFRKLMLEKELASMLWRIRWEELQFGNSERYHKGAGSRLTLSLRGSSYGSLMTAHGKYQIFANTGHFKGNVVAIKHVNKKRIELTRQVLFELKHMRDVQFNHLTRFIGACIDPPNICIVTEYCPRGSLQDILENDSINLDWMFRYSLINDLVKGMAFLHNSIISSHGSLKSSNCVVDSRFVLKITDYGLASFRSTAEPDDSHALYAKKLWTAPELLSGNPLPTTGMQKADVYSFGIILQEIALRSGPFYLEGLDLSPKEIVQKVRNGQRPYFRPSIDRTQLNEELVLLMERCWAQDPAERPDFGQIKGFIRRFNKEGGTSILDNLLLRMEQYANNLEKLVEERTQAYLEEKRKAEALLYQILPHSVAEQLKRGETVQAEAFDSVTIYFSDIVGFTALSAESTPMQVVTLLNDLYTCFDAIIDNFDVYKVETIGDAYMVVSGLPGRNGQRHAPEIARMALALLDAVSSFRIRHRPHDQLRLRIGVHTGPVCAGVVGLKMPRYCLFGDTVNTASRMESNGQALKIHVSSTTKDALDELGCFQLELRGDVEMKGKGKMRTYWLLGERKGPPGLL
hcDAF-12 act – activators of H. contortus DAF-12 nuclear receptor; HEK293 hcDAF-12 lit1-tk-luc reporter, luminescence; 0% DMSO, 100% Δ7-dafachronic acid; activation, % at 6.8 µM; hit rate 1.4% among 370,000;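 active = activation above the mean of all tested compounds plus 3 SD, cut at about 5.5% in these data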;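 note: 100% = response to 3 µM Δ7-dafachronic acid high control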
SMARCA2 act – increases SMARCA2 function in MMTV reporter cells; MG213 cells, MMTV-luciferase reporter, dexamethasone, overnight; activation, % at 9.1 µM; hit rate 1% among 370,000; AID 652017; in the data active = activation above about 7.8%;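 note: 0% = vehicle wells and 100% = reference activator wells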
hgDAF-12 ag – agonists of H. glycines DAF-12 nuclear receptor. HEK293 GAL4-hgDAF12 UAS-luciferase reporter, agonist luminescence; normalized to butyrate control. activation, % at 6.8 µM. hit rate 1.8% among 370,000;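 active = activation above a cutoff set at the mean of all screened compounds plus 3 SD, cut at about 10% in these data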;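 note: 0% = DMSO wells and 100% = sodium butyrate wells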
GAA850 FXN act – increases GAA850 frataxin promoter reporter activity | HEK293 lucGAA850 FXN promoter luciferase reporter, 24 h; percent of 10 µM SAHA response | activation, % at 6 µM | hit rate 0.56% among 360,000;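 active = activation above the average of all compounds screened plus 3 SD, cutoff fixed separately per campaign, cut at about 7.5% in these data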;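 note: 0% = DMSO wells and 100% = 10 µM SAHA wells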
NPR1 activator – GC-A (human) enzyme activation; P16066; HEK293 GC-A cells, cGMP TR-FRET, EC30 ANP; 0% at EC30 ANP, 100% saturating ANP; activation, % at 10 µM; hit rate 0.14% among 370,000; in the data active = activation above about 40%
* marks the source's active call; other numbers are inactive results; i = inactive; nt = no result given. Compounds were not picked by outcome; 6.6% or so of the library scored in one or more.

SMILES	ADAM10 inh	DAX1 inh-1	HGIII-sPLA2 inh	DAX1 inh-2	ssDAF-12 act	NPR2 activator	hcDAF-12 act	SMARCA2 act	hgDAF-12 ag	GAA850 FXN act	NPR1 activator
CSC1=N/C(=C/c2ccc(-n3cncn3)cc2)C(=O)N1	-6	-0.2	4	0.2	-1.6	-6	0.1	-4	-0.6	3.4	-6
CON(C)C(=O)C(C)(C)CC#CCN(CC#Cc1ccccc1)S(=O)(=O)c1ccc(C)cc1	3	nt	-5	-0.1	-1.1	0	-0.5	-5	-0.4	nt	3
CCCN1CCN(CCCNC(=O)c2cc3c(s2)-c2ccccc2OC3)CC1	i	0.5	-10	0.0	-0.6	-10	1.1	7	0.8	1.8	-6
COc1ccc(C(=O)N/N=c2\oc3ccccc3cc2C(N)=O)cc1	4	0.1	4	-0.9	-1.8	-2	-1.1	9.2*	0.0	0.0	-3
Cn1cc(Cc2ccc(C(=O)N3CCCCC3)cn2)c2ccccc21	-24	nt	-4	-1.1	-0.3	2	0.6	-3	2.0	-0.7	2
CN(C)/C(=N\S(=O)(=O)c1ccc(Br)cc1)c1ccccc1	-10	2.2	14	-0.3	-0.1	1	-0.9	0	3.1	-0.4	0
COc1ccc(/C=C/c2cc(-c3ccc(C)cc3)o[n+]2C)cc1	i	-4.4	2	-3.5	-2.5	-1	-4.2	-5	-5.7	-9.0	9
O=C(COC(=O)c1cccc(S(=O)(=O)N2CCCCCC2)c1)NCc1ccc(Cl)cc1	1	-0.1	4	-0.7	-1.2	-2	-1.0	0	0.2	1.5	-1
Nc1c(Cl)c(Cl)nc(C(=O)N/N=C/c2cccnc2)c1Cl	-5	nt	-1	-0.1	0.2	-3	1.8	-1	3.3	1.6	-12
Cn1c(=O)oc2cc(S(=O)(=O)N3CCCC(C(=O)NCc4cccs4)C3)ccc21 (centres undefined)	-8	0.1	4	-0.8	-0.6	1	-1.6	-1	-2.2	-3.7	-3
CCS(=O)(=O)N1CCC(C(=O)NC2CCCCCCC2)CC1	7	-1.2	2	0.6	-2.1	-3	0.6	-1	-0.3	0.0	0
CCCOC(=O)/C(=C\C=C\c1ccco1)NC(=O)c1ccccc1	-11	0.0	-3	0.3	-1.0	4	-1.8	-1	-2.6	5.7	-3
CC1(C)Cc2ccccc2-c2nc3n(c(=O)c21)CCS3	-9	0.0	10	-0.6	-1.6	-1	-0.8	-3	-2.9	1.2	-3
CCc1noc(C)c1C(=O)NNC(=O)COc1ccc(C)cc1	-4	0.3	-3	-0.3	-1.2	4	-1.4	-1	0.2	-2.1	4
COc1ccc(CNc2ccc([N+](=O)[O-])cc2C)cc1	6	-1.2	7	-1.3	-0.1	-3	0.1	-5	1.6	1.8	4
CC1CN(C)C(C)c2c1oc1ccc([N+](=O)[O-])cc21 (centres undefined)	2	2.1	-3	-0.3	-1.6	-3	-0.8	-1	1.1	-1.7	1
CC(C)S(=O)(=O)c1cnc(N2CCOCC2)nc1N	-5	1.3	10	0.1	-1.3	0	0.7	-4	1.4	1.5	6
Cc1oc2ccc(OCc3c(F)cccc3Cl)cc2c1C(=O)O	-1	1.9	-9	0.3	-1.4	2	-0.6	1	1.6	-0.7	-2
COc1ccccc1OCC(O)CN1C(=O)NC(C)(C)C1=O (centres undefined)	-17	1.4	11	0.7	-1.6	3	0.8	-1	-1.4	1.4	3
Cc1ccc(Nc2nc(N)nc(CSc3nnc(-c4ccncc4)o3)n2)cc1	-13	2.4	0	0.0	-0.4	-7	1.7	2	-0.3	0.5	-2

With a hit mark in SMARCA2 act, among the entries above:
Structure	ADAM10 inh	DAX1 inh-1	HGIII-sPLA2 inh	DAX1 inh-2	ssDAF-12 act	NPR2 activator	hcDAF-12 act	SMARCA2 act	NPR1 activator
COc1ccc(C(=O)N/N=c2\oc3ccccc3cc2C(N)=O)cc1	4	0.1	4	-0.9	-1.8	-2	-1.1	9.2*	-3

(listing goes on)
SMILES	ADAM10 inh	DAX1 inh-1	HGIII-sPLA2 inh	DAX1 inh-2	ssDAF-12 act	NPR2 activator	hcDAF-12 act	SMARCA2 act	hgDAF-12 ag	GAA850 FXN act	NPR1 activator
COc1cc(C(=O)N/N=C(\c2ccccc2)c2ccccn2)cc(OC)c1OC	10	-1.5	5	-2.3	-1.6	1	-4.0	-1	-9.0	-3.7	0
Cn1c(COc2ccc(Cl)cc2)nnc1SCC(=O)Nc1ccc2c(c1)CCC2	-1	-0.8	4	0.0	-0.4	-7	1.5	0	0.2	0.5	-5
CSc1ncccc1C(=O)NCCc1ccccc1	-4	-0.3	-5	-0.1	-1.5	1	1.4	-2	2.4	2.4	4
COc1ccc(CNC(=O)c2cc(=O)c3cc(C)ccc3o2)cc1	6	0.9	-1	0.1	-1.2	4	0.1	-1	0.4	-0.2	0
C=CCNC(=O)CCCOc1ccc(C)cc1	2	-0.2	-2	-0.1	-1.1	0	0.9	1	-0.9	1.6	-1
CN(C)CCCN(C(=O)CCSc1ccccc1)c1nc2cc3c(cc2s1)OCO3	-11	0.9	-10	-0.4	-1.6	-8	-0.1	-5	-2.9	0.4	-4
CN(C)c1ccc(Nc2nc(N)c3ccccc3n2)cc1	-17	-5.1	16	2.2	0.9	-11	4.3	6	10*	1.9	-13
Cc1ccc(CNC(=O)CNC(=O)c2ccc(Br)o2)cc1	6	0.8	7	0.5	-1.2	3	-2.1	-1	-1.1	-2.1	2
O=C(O)CSc1c[nH]c2ccccc12	-3	1.2	2	0.4	0.5	0	4.2	0	6.7	-1.6	2
COCCN(CCOC)c1nc(-c2ccccc2)nc2ccccc12	8	-1.7	-3	-1.1	-1.3	-4	0.0	0	-2.4	1.0	2
Cc1c(Cl)cccc1-n1c(SCC(=O)N(C)Cc2ccccc2)nnc1-c1ccncc1	2	0.8	-17	-0.5	-1.4	-6	-1.0	1	-2.4	-1.8	-9
COc1ccccc1/C=C/C(=O)OCC(=O)c1c(N)n(C)c(=O)n(C)c1=O	-8	-1.4	-8	-0.1	-1.0	2	0.0	6	2.7	3.1	8
C=CCn1c(N)c(C(=O)NC2CCCCC2)sc1=S	1	-0.4	11	-0.9	-1.4	1	-2.4	1	-2.3	1.0	5
CC(C)NC(=O)CCCC(=O)NC(C)C	1	0.7	4	0.2	-1.5	1	-0.2	-2	-2.4	1.9	3
O=S(=O)(NCC1CCCO1)c1ccc(Cl)c(C(F)(F)F)c1 (centres undefined)	-2	-0.5	8	-1.1	-1.8	9	-1.5	-1	-3.8	0.8	4
Cc1[nH]c(=S)c(C#N)c(C)c1C(=O)Nc1ccccc1	-3	-0.7	11	0.6	0.5	-2	-0.6	2	-0.7	0.3	-1
O=C(NCC1CCCCC1)c1ccco1	1	-0.3	4	-0.1	-0.9	2	-0.4	-1	-0.5	-0.1	0
Cn1c(C(=O)N2CCN(c3ccccc3)CC2)cc2cc(Cl)ccc21	4	-0.4	3	0.3	-0.8	0	3.6	-1	0.7	-0.1	1
C/C(=N\Nc1nc2ccccc2[nH]1)c1ccccn1	-7	-3.0	5	-2.0	-1.6	1	-4.3	-8	-5.6	-9.3	-10
Cc1ccc(C(=O)OCC(=O)NC2CCS(=O)(=O)C2)c(C)c1 (centres undefined)	-3	0.4	-2	1.0	-0.8	4	-0.8	2	0.1	1.3	0
COc1ccc(-n2c(=S)[nH]c3cc(C(=O)NC4CCCCC4)ccc3c2=O)c(OC)c1	3	-0.1	3	0.0	-1.9	-1	-1.8	1	-0.4	-4.5	3
COc1ccc(-c2cc(-c3ccccc3)nc(N)n2)c(O)c1	-10	1.1	3	-0.1	-0.9	-1	1.0	-4	0.7	0.1	-4
O=S(=O)(c1cnc[nH]1)N1CCCCCC1	-3	0.1	9	-0.9	-1.2	4	-2.6	-4	-0.5	1.2	4
C=CCn1c(SCc2ccc(C#N)cc2)nnc1-c1ccc(C)cc1	0	-0.8	4	-0.5	-1.6	-2	-1.7	-5	-3.8	1.5	-10
CCOC(=O)C1CCCN(C(=O)c2cnn3c(C(F)(F)F)cc(-c4ccccc4)nc23)C1 (centres undefined)	-35	-1.0	-1	-0.8	-1.3	-5	-0.9	-2	1.1	-0.4	-8
O=C(CCSc1ccc(Cl)cc1)c1ccco1	3	2.1	-5	-0.4	-1.0	6	-0.2	4	1.4	-0.6	6
O=C(O)c1cnc2ccc(Cl)cc2n1	-16	-0.1	8	-0.8	-0.1	4	-1.6	-2	-1.6	1.9	0
COC(=O)c1ccc(-c2nc3ccc(C)cc3o2)cc1	-186	1.1	2	0.3	-0.9	-8	0.8	3	7.5	-0.6	6
COc1ccccc1C(=O)NCCC(=O)N(C)CC(=O)Nc1ccc(Cl)cc1	-10	-0.8	-3	0.7	-0.3	0	-2.0	0	3.5	1.0	2
CC1(C(=O)NS(=O)(=O)c2ccccc2)CCN1C(=O)C/C=C/c1ccccc1 (centres undefined)	-18	nt	9	0.7	-1.1	-5	0.8	-2	-0.6	0.2	0
Cc1nnsc1-c1onc(C)c1C(=O)Nc1cc(Cl)cc(Cl)c1	4	0.1	-6	-0.5	-1.5	-11	-2.2	-4	0.7	-3.2	-12
C=CCNC(=S)NNC(=O)CCC(O)CCCCC (centres undefined)	6	1.4	5	0.2	-1.1	-2	-0.9	-1	0.6	-1.6	-6
Cc1cc(C)cc(NC(=O)Nc2cnccn2)c1	-5	-0.3	-4	0.7	-1.8	4	-2.1	1	2.2	0.0	-3
CCS(=O)(=O)NC(C)C(c1cccs1)N1CCN(C)CC1 (centres undefined)	-9	1.3	1	0.2	-1.3	6	-1.3	-2	-1.5	0.8	0
Cc1[nH]n(C(N)=S)c(=O)c1C(c1ccccc1)C(C#N)C#N (centres undefined)	0	-1.2	-4	1.1	-1.0	10	2.2	-1	-0.8	-1.4	3
Cc1sc2nc(C3CC3)nc(SCC(=O)NCc3ccco3)c2c1C	-4	0.0	-8	0.2	-1.2	2	-1.3	1	-1.6	3.5	0
COc1ccc(NC(=O)c2cc([N+](=O)[O-])ccc2NC(=O)CNC2CCCCC2C)c(OC)c1 (centres undefined)	-13	-1.1	5	-0.5	-0.7	-4	-0.9	6	1.8	0.3	-2
S=c1[nH]nc(-c2ccccn2)n1/N=C/c1cccc2ccccc12	-2	-0.3	21*	0.1	-1.4	-3	1.4	1	-0.5	1.8	-1
COC(=O)c1sc2ncccc2c1OCc1ccc(Cl)cc1	1	0.3	2	-0.6	-2.2	-9	-1.3	-1	0.2	4.6	-16
CCc1ccc(N2CC(C(=O)N/N=C/c3cccc([N+](=O)[O-])c3)CC2=O)cc1 (centres undefined)	1	-0.3	-2	0.0	-1.5	-1	-3.2	-3	-1.9	1.8	5
CCC(=O)N1CCc2cc(S(=O)(=O)NCCN3CCC(C)CC3)ccc21	1	0.2	4	0.1	-1.0	8	-0.6	-3	-0.5	0.1	-3
CCCn1c(SCC(=O)NCc2cccs2)nc2c1c(=O)n(C)c(=O)n2C	-4	0.5	0	0.2	-1.6	-4	-1.8	5	-2.2	0.8	2
